# Assay outcomes: PubChem, several laboratories
# proCasp3 act: activators of human procaspase-3 | P42574 | activation, % at 8.5 µM | recombinant procaspase-3 D3A, Ac-DEVD-pNA absorbance 405 nm | 0.11% of 330,000 active;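 active = activation above the mean of all tested compounds plus 3 SD, cut at about 21% in these data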;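 note: 0% = DMSO alone and 100% = DMSO wells spiked with extra 5 µM PC-3 D3A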
#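 assay system = Procaspase-3 D3A mutant | signal = absorbance at 405 nm, 0 and 120 min | times = 1 h preincubation plus 2 h reaction at 25 °C | repeats = single replicate | read-out = % activation between DMSO and enzyme-spiked controls | medium = Zinc-free HEPES saline buffer with Triton X-100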
# RPL19A-GFP yeast: modulators of TOR pathway RPL19A-GFP in S. cerevisiae. S. cerevisiae RPL19A-GFP strain, flow cytometry, 3 h; stronger effect = lower value. percent response vs DMSO, % at 10 µM. 0.3% of 330,000 active;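 active = percent response vs DMSO below 50%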;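 note: median channel GFP fluorescence of the barcoded RPL19A-GFP strain; ratio of sample median GFP to plate DMSO average so 100% = DMSO; lower means less RPL19A-GFP as with rapamycin TOR inhibition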
# ZTA counter: counter-screen for EBNA-1 inhibitors: inhibitors of Epstein-Barr virus ZTA; ZTA-DNA binding, fluorescence polarization; P03206; 0.15% of 320,000 active; inhibition, % at 11 µM; in the data active = inhibition above about 33%
# proCasp7 act: activates human procaspase-7, counter-screen for procaspase-3 activators; P55210; recombinant procaspase-7, Ac-DEVD-pNA absorbance 405 nm; D23A/D198A/D206A triple mutant, cannot self-cleave; scale: DMSO 0, 5 µM enzyme 100; 0.093% of 330,000 active; activation, % at 8.5 µM;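 active = percent activation above the screen-wide mean plus 3 SD, cut at about 25% in these data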
#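 Assay system: Uncleavable procaspase-7 mutant enzyme | Input: 2 µM procaspase-7 mutant as dispensed | Timing: 1 h compound preincubation, 2 h substrate cleavage, 25 °C | Repeats: One well per compound | Control set: DMSO wells as 0%, DMSO with 5 µM added PC-7 as 100% | Technique: Epi-absorbance of released pNA at 405 nm, two timepoints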
# MEP2 TOR yeast: yeast TOR pathway MEP2-GFP modulation; S. cerevisiae MEP2-GFP strain, flow cytometry GFP, 3 h; 100% = DMSO control level; AID 2016; 0.51% of 330,000 active; GFP response vs DMSO, % at 10 µM;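 active = GFP response versus DMSO above a set limit, roughly screen mean plus 3 SD, cut at about 180% in these data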;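 note: median GFP fluorescence of the barcode-gated MEP2-GFP cells per well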
# LAP4-GFP MLPCN: modulators of TOR pathway LAP4-GFP in S. cerevisiae; S. cerevisiae LAP4-GFP multiplex, flow cytometry GFP, 3 h; median GFP as percent of DMSO wells; GFP response vs DMSO, % at 10 µM; 0.34% of 320,000 active; AID 2023;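 active = GFP response vs DMSO above a set limit, about the screen mean plus 3 SD, cut at about 150% in these data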
# EBNA-1 inhibitor: blocks EBNA-1 binding to DNA; AID 1950; inhibition, % at 14.8 µM; EBNA-1 DNA binding, fluorescence polarization; 0.34% of 300,000 active; in the data active = inhibition above about 28%
# AHR activator: human AHR activation; 2.5% of 320,000 active; P35869; AID 2796; AHR-responsive luciferase reporter cells, luminescence; activation, % at 5 µM; in the data active = activation above about 47%;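 note: 0% = vehicle wells and 100% = reference agonist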
# The depositor's hits bear a star; . = not tested or not shown.
SMILES,proCasp3 act,RPL19A-GFP yeast,ZTA counter,proCasp7 act,MEP2 TOR yeast,LAP4-GFP MLPCN,EBNA-1 inhibitor,AHR activator
Cc1ccc(C)c2nc(SCC(=O)NCc3cccs3)c(C#N)cc12,4,98,0,1,105,93,0,0
Cc1cc(NC(=O)c2n[nH]c(=O)c3ccccc23)ccc1Br,3,101,-6,0,95,116,5,0
CCCNC(=O)C(Cc1cccc(C#N)c1)NC(=O)c1cccc([N+](=O)[O-])c1 (stereo unspecified),11,99,2,7,92,104,.,0
COc1ccc(Cc2c(C)nc(N)nc2Cl)cc1,3,102,17,-2,107,84,-7,-1
CC(C(=O)NCCN1C(=O)S/C(=C\c2cccs2)C1=O)N1C(=O)c2ccccc2C1=O (stereo unspecified),4,102,26,8,106,98,2,0
Cc1noc(C)c1C(=O)NCCCN1CCCC1=O,3,99,-1,0,100,106,-1,12
COc1cc([N+](=O)[O-])ccc1NC(=O)C[n+]1cccc(C(C)=O)c1,-2,99,-14,12,101,98,2,0
Cc1cc(C)n(CC2CC(=O)N(c3ccccc3)C2=O)n1 (stereo unspecified),4,104,6,-5,101,120,2,-4
Cc1c2c(c(C)n1C)C(C(=O)NC1CCCCC1)N(Cc1ccccc1)C2=O (stereo unspecified),-9,94,2,3,99,98,-9,-2
CCOC(=O)NC(NC(=S)Nc1ccc(OCC)cc1)C(Cl)(Cl)Cl (stereo unspecified),3,107,15,-7,87,87,0,3
Cc1ccc(OCCn2c(=O)n(C)c3ccccc32)cc1,-2,96,-9,-5,98,101,3,21
Cc1ccc(-n2nnnc2SCCNS(=O)(=O)c2ccccc2)cc1C,3,97,-7,0,106,99,1,0
CCOC(=O)CNC(=O)c1cc(OC)cc(OC)c1,2,96,-10,-1,98,101,-3,8
NS(=O)(=O)c1ccc(N=Cc2ccc(Br)s2)cc1,-17,94,7,2,108,101,-4,4
COC(=O)c1cc(C(=O)OC)cc(N2C(=O)CC(NNC(=O)c3ccc(C)cc3)C2=O)c1 (stereo unspecified),4,103,-4,3,103,105,-9,1
Cc1ccc(-n2nc3c(N4CCC(C(=O)NCCc5ccco5)CC4)nnc(C)c3c2C)cc1,7,104,4,4,107,104,-7,1
Nc1nc(N)c2cc(Sc3ccc4ccccc4c3)ccc2n1,3,90,34*,-1,96,123,2,-2
N#Cc1ccc(-c2ccc3c(c2)OCO3)nc1SCC(=O)OCc1ccccc1,-22,100,-9,-22,107,106,-4,29
COc1ccc(S(=O)(=O)N2CCCN(S(=O)(=O)c3ccc(OC)cc3C)CC2)c(C)c1,9,100,5,-4,98,92,-1,-1
Cn1cc(CNCc2cn[nH]c2-c2ccc(F)cc2)c(-c2ccc3c(c2)OCCO3)n1,7,108,2,-7,96,91,7,13
O=C(COC(=O)c1cc([N+](=O)[O-])ccc1N1CCOCC1)Nc1c(Cl)cccc1C(F)(F)F,-7,100,1,-3,109,105,-5,-1
Cc1ccc(C)c(NC(=O)COC(=O)CNC(=O)C2CCCCC2)c1,5,98,-9,-6,101,96,.,0
CC(C)(C)OC(=O)N1CCC[C@H]1C(=O)Nc1ccc(S(=O)(=O)C(F)F)cc1,-11,107,-8,-13,102,96,-15,0
S=C(NCCN1CCOCC1)Nc1ccc(Cl)cc1,1,102,1,-4,99,89,-6,6
CCN(CC)S(=O)(=O)c1ccc(N2CC(C(=O)NCCc3ccc(Cl)cc3)CC2=O)cc1 (stereo unspecified),4,100,-15,1,95,96,.,7
Cc1ccc(C)c(OCCC(=O)OCC(=O)NCCNC(=O)COC(=O)CCOc2cc(C)ccc2C)c1,17,97,8,11,100,92,2,-1
COc1ccc(C)cc1C(=O)CCC(=O)NC1CCCCC1,5,102,10,1,97,98,8,-1
CC(=O)N(CCC1(c2ccc(C)cc2)CCOC(C(C)C)C1)Cc1ccco1 (stereo unspecified),3,102,3,-4,96,100,-2,-1
CCCCN(CCCC)C(=S)NC(=O)c1ccccc1Cl,10,98,-13,-1,96,89,-16,-1
Cc1[nH]c2ccccc2c1SCc1ccccc1,-2,92,0,-6,89,121,13,128*
O=C(NCCOc1ccccc1)c1ccc2c(c1)S(=O)(=O)c1cc(Cl)ccc1C2=O,-2,102,.,-4,90,83,.,-1
CSCCC(NC(=O)c1cc(C(C)(C)C)oc1C)C(=O)O (stereo unspecified),7,99,-3,-10,101,100,4,-2
CN(CC(=O)Nc1ccc(Cl)c(C(F)(F)F)c1)C(=O)c1cc(-c2ccncc2)nc2ccccc12,9,101,-13,6,97,103,-6,7
Cc1ccc(C)n1-c1cccc(N)c1,-5,105,-7,-2,116,107,7,12
CC12CN(C(=O)c3ccc([N+](=O)[O-])cc3)CC(C)(CN(C(=O)c3ccc([N+](=O)[O-])cc3)C1)C2=O,-7,102,-6,3,101,116,-2,-2
C=CC[C@@H](CC(=O)NCCO)C(=O)N[C@@H](COC(=O)[C@@H](CC=C)Cc1ccc(F)cc1)Cc1ccccc1,5,98,.,8,100,98,.,-1
CC(C)c1ccc(NC2CCCN(C(=O)c3cccs3)C2)cc1 (stereo unspecified),4,101,-31,-9,98,99,-13,8
CCS(=O)(=O)Nc1cccc(-c2cc(-c3ccccc3)c3cc(C)ccc3n2)c1,-8,110,-12,5,95,96,9,14
CCc1ccc(CNC(=O)C(=O)NCC2CCCO2)cc1 (stereo unspecified),13,97,-9,-1,106,107,1,5
COc1cnn(-c2cccc(C)c2)c(=O)c1Cl,4,94,0,11,94,99,6,1

# 4 entries from above, arranged by count of non-hydrogen atoms, ascending:
SMILES,proCasp3 act,RPL19A-GFP yeast,ZTA counter,proCasp7 act,MEP2 TOR yeast,LAP4-GFP MLPCN,EBNA-1 inhibitor,AHR activator
CCc1ccc(CNC(=O)C(=O)NCC2CCCO2)cc1 (stereo unspecified),13,97,-9,-1,106,107,1,5
COc1ccc(C)cc1C(=O)CCC(=O)NC1CCCCC1,5,102,10,1,97,98,8,-1
Cc1ccc(C)c(NC(=O)COC(=O)CNC(=O)C2CCCCC2)c1,5,98,-9,-6,101,96,.,0
CCN(CC)S(=O)(=O)c1ccc(N2CC(C(=O)NCCc3ccc(Cl)cc3)CC2=O)cc1 (stereo unspecified),4,100,-15,1,95,96,.,7

# (cont.)
SMILES,proCasp3 act,RPL19A-GFP yeast,ZTA counter,proCasp7 act,MEP2 TOR yeast,LAP4-GFP MLPCN,EBNA-1 inhibitor,AHR activator
CC(Oc1cccc(Cl)c1)C(=O)NC1CC(C)(C)NC(C)(C)C1 (stereo unspecified),-4,104,18,10,104,103,6,4
CC12CCC(=O)N1C(C(=O)Nc1nnc(SCc3ccccc3F)s1)CS2 (stereo unspecified),6,89,-15,8,85,87,-4,-1
Cc1ccc(CN2C(=O)C(C)(C)Oc3ccc(C(=O)N4CCCCC4)cc32)cc1,-8,86,10,4,88,94,-1,1
COc1ccc(Nc2nnc(C)c(=O)[nH]2)c(OC)c1,-2,99,2,4,114,110,4,5
CC(=O)NC(c1ccc(F)cc1)c1cccnc1 (stereo unspecified),8,98,-3,-5,90,94,3,1
CCC(COC(=O)Nc1cccc(C)c1C)NC(=O)OCC(C)C (stereo unspecified),3,104,4,-8,101,104,-4,0
O=C(C1=C[C@H](c2ccc3c(c2)OCO3)C[C@H](OCCCCO)O1)N1CCN(Cc2ccc3c(c2)OCO3)CC1,-2,106,1,5,97,99,-1,4
O=CN1CCN(C(=O)c2ccccc2Cl)CC1,4,98,12,7,90,97,-4,1
CC(=O)OC1COC(N2CCc3ccccc32)C(OC(C)=O)C1OC(C)=O (stereo unspecified),4,102,-6,4,106,94,2,11
COc1ccc(Cc2c(N)nc(N)nc2N)cc1,2,103,-11,8,98,93,-13,3
COc1cc(OC)c(S(=O)(=O)Nc2ccccc2C(=O)O)cc1S(=O)(=O)Nc1ccccc1C(=O)O,1,103,-3,6,114,97,-4,12
N#CC1=C2N=C(N)c3c(sc4c3CCCCC4)N2C2=C(C(=O)CCC2)C1c1ccccc1 (stereo unspecified),5,97,4,-9,98,101,-14,24
COC(=O)Cc1cccc2c(=O)c3ccccc3oc12,-4,95,-5,1,96,105,1,-2
CCOC(=O)c1c(NC(=O)Nc2ccc(C)cc2)sc2c1CCN(C)C2,-12,94,-20,-10,100,109,-10,12
N#Cc1ccsc1NC(=O)C1CC(=O)N(Cc2ccccc2)C1 (stereo unspecified),3,96,14,2,103,110,-4,1
CCOC(=O)c1c(C)n(CCOc2ccccc2)c2ccc(O)cc12,-3,108,-24,1,113,96,-2,51*
CCOC(=O)c1c(C)[nH]c(C)c1C(=O)COC(=O)c1c(OC)cccc1OC,1,104,-7,-3,100,91,0,44
CCC(=O)Nc1ccc(NC(=O)CSc2nnc(C(C)C)n2C)cc1,14,101,2,6,106,97,0,3
CCOC(=O)C(CC)Sc1cc(C)nc2ccc(OC)cc12 (stereo unspecified),-6,100,-10,0,100,106,6,2
Cc1ccc(N2CC(C(=O)NC3CCC(C)CC3)CC2=O)cc1 (stereo unspecified),2,110,8,2,100,96,9,-3

# Results in MEP2 TOR yeast and AHR activator, for 6 of the compounds above:
SMILES,MEP2 TOR yeast,AHR activator
CCC(=O)Nc1ccc(NC(=O)CSc2nnc(C(C)C)n2C)cc1,106,3
COc1cc(OC)c(S(=O)(=O)Nc2ccccc2C(=O)O)cc1S(=O)(=O)Nc1ccccc1C(=O)O,114,12
CCOC(=O)c1c(NC(=O)Nc2ccc(C)cc2)sc2c1CCN(C)C2,100,12
COc1ccc(Cc2c(N)nc(N)nc2N)cc1,98,3
CCOC(=O)C(CC)Sc1cc(C)nc2ccc(OC)cc12 (stereo unspecified),100,2
CCOC(=O)c1c(C)[nH]c(C)c1C(=O)COC(=O)c1c(OC)cccc1OC,100,44

# Going on with the list:
SMILES,proCasp3 act,RPL19A-GFP yeast,ZTA counter,proCasp7 act,MEP2 TOR yeast,LAP4-GFP MLPCN,EBNA-1 inhibitor,AHR activator
O=C(CCc1ccccc1)NC(=S)Nc1cc(C(F)(F)F)ccc1N1CCOCC1,-1,102,-1,4,107,98,2,10
COc1ccc(C(=O)NC(=S)NNC(=O)COc2ccccc2)cc1,-10,93,15,-13,92,99,15,10
Cc1cccc(N2CCN(C(=O)CCn3c(=O)[nH]c4ccccc4c3=O)CC2)c1C,-3,97,-1,6,100,95,5,0
Cc1ccc(C2C3CSCC=C3C(C#N)=C(N)C2(C#N)C#N)cc1 (stereo unspecified),-8,99,9,1,99,99,12,26
O=C(NCc1ccccn1)c1ccc(N2CCCC2)c([N+](=O)[O-])c1,6,102,-5,7,99,94,-4,4
CCCN(CCC)C(=O)Cn1c(=O)c2sccc2n2c(=S)sc(-c3ccccc3)c12,-5,104,3,4,106,106,18,2
NNC(=O)c1[nH]c2ccccc2c1-c1ccccc1,-7,101,-13,-27,103,102,-17,94*
Cc1ccc(NC(=O)C2CCCN2C(=O)Oc2ccccc2)cc1 (stereo unspecified),2,99,22,-4,104,106,7,2
Cc1ccc(C(C)NC(=O)COC(=O)C2=COCCO2)cc1C (stereo unspecified),12,101,2,2,105,106,.,-1
Cc1ccnc(NCc2cc(C)ccc2O)c1,3,93,-1,-6,100,83,0,16
O=C(NCCCN1CCOCC1)c1ccccc1NS(=O)(=O)c1ccc(Br)cc1,-8,109,-9,9,111,104,2,1
COc1ccc(OC)c(NC(=O)CCS(=O)(=O)c2cc3c(cc2C)NC(=O)CO3)c1,5,97,-15,-6,95,97,-1,1
Cc1ccc(NC(=O)C(C)OC(=O)/C=C/c2ccccc2)cc1 (stereo unspecified),0,98,-9,18,99,86,4,-1
CCOC(=O)C1(CC2CCCCO2)CCN(Cc2ccc(OC)cc2F)CC1 (stereo unspecified),-8,98,-5,9,101,98,-26,5
COc1ccc(NC(=O)C2C3C=CC(O3)C2C(=O)O)cc1 (stereo unspecified),-20,105,10,-24,101,102,7,0
